# KDM5B inhibitor – Primary screen for KDM5B Histone Demethylases FDH-coupled qHTS; Lysine-specific demethylase 5B (Homo sapiens), Q9UGL1; KDM5B demethylase, FDH-coupled NADH fluorescence (FDH is formaldehyde dehydrogenase); Potency, µM (series often up to 57.7 µM), for inactives: top-dose activity change, negative = inhibition, most hits filed as inhibitors; 220,000 compounds, 2.6% hits; active = well fitted inhibition curve with a large enough effect; inconclusive = small, poorly fitted or top-dose-only effect; inactive = no such curve, though single readings can be large or run the other way; also: 0% is about no effect; nearly all actives have a fitted effect of over 70% in size
# Target sequence (Q9UGL1 whole entry, looked up): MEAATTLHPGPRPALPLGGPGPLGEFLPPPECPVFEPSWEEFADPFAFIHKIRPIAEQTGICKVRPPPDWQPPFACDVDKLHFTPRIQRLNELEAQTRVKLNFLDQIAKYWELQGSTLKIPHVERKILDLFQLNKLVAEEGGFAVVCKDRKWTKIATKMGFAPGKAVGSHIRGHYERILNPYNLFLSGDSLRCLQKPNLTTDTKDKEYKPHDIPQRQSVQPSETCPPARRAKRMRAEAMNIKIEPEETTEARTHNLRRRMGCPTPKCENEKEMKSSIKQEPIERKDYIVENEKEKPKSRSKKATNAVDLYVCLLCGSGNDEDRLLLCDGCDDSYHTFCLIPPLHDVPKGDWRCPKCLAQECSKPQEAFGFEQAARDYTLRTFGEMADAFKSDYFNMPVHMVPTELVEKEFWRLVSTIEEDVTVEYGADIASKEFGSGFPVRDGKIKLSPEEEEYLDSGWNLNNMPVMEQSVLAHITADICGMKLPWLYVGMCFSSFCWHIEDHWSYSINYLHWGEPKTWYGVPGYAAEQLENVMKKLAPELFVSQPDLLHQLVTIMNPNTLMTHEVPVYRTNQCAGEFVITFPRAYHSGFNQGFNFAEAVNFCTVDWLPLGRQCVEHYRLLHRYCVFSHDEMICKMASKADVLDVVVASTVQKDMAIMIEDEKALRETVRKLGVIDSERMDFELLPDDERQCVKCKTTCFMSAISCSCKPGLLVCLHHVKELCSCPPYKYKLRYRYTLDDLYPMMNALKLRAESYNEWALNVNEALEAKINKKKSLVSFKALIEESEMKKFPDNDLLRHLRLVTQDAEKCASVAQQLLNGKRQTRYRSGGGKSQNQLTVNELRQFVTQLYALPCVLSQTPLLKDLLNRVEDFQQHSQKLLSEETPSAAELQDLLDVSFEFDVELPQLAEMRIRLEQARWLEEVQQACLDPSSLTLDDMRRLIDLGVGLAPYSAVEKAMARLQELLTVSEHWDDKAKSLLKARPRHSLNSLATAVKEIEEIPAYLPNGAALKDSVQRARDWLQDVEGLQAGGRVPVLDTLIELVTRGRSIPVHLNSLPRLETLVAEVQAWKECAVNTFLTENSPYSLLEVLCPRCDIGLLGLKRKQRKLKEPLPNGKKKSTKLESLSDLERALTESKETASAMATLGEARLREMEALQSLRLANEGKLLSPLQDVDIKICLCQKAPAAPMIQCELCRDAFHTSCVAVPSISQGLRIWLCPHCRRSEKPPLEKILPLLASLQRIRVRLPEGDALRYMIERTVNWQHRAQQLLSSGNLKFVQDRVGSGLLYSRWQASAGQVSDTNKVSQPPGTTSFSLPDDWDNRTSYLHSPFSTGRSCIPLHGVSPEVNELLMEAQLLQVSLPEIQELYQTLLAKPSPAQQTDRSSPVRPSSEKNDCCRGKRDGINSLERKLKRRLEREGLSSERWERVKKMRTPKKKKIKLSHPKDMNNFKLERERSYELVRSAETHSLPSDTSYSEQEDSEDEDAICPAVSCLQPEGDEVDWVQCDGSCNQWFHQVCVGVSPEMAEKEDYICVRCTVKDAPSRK
#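 Measured: NADH fluorescence change, 30 min, RT. System: KDM5BΔAP 200 nM final, H3K4me3 peptide, α-KG, Fe(II), ascorbate, NAD⁺ plus FDH, pH 7.5 HEPES. Compounds: titrated, 10 min pre-incubation with enzyme.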
# Active calls of the source: *; u = inconclusive; & = joins results of further samples; [ ] = another dose, or the depositor's remark. Potency is read from the fitted curve at half-maximal effect.
SMILES,KDM5B inhibitor
O=C(NCCOc1ccccc1)c1nc2c(o1)CCN(Cc1c(F)cccc1F)CC2,-29.1%[86.2 µM]
CCOc1ccc(CNC(=O)c2cc3c(s2)-c2ccccc2OC3)cc1,u
COc1cc(OC)cc(C(=O)N2CCCC(n3cc(-c4nc(C5CC5)no4)nn3)C2)c1 (centres undefined),19.3%
Clc1ccccc1-c1nc(N2CCCC2)c2ccccc2n1,3.5%
C/C(=N/Nc1ccc(S(N)(=O)=O)cc1[N+](=O)[O-])c1cccc(C(F)(F)F)c1,7.8%
Cc1ccc(OCCn2nc(C(=O)O)c3ccccc3c2=O)cc1,5.6%
COc1ccccc1C(=O)N1CCc2nn(Cc3ccccc3)c(=O)n2CC1,-36.1%
COc1ccc(NC(=O)CN(C)S(=O)(=O)c2ccc(C(=O)N3CCOCC3)s2)cc1,u
O=C(NCCN1CCCCC1)c1cc2cn(C3CCCC3)cc2s1,u
CCOCCCNC(=O)c1cc2cc(S(=O)(=O)N(C)C)ccc2n1CC,-5.7%
COc1ccc(NC(=O)CN2C(=O)/C(=C3\SC(=S)N(C4CCS(=O)(=O)C4)C3=O)c3ccccc32)cc1 (centres undefined),-7.1%
C/C=C/C=C/C(=O)Nc1ccc(C(C)(C)C)cc1,-12.9%
CN(C)c1ccc(CN2CCn3nnc(CCC(=O)N4CCCC4)c3C2)cc1,-13.0%
O=C(NC1CCCc2c1[nH]c1ccccc21)c1ccc(Br)o1 (centres undefined),u
Cc1ccc2c(c1)N1C(=O)OC[C@@H]1CCN(Cc1cccnc1)C2,24.5%[86.2 µM]
CCOC(=O)c1ccc(NC(=S)NNC(C)(C)C)cc1,5.1%
CCCOc1ccc(C(=O)Nc2cccc(NC(=O)c3cccc(Cl)c3)c2)cc1,-15.9%
CCC(=O)N1N=C(c2cccs2)CC1c1ccc(C)cc1 (centres undefined),-38.7%
O=C1NCc2ccccc2CC12CCCCN2Cc1cccc(F)c1 (centres undefined),6.1%[115 µM]
O=C(CCc1ccc(O)cc1)N/N=C/c1coc2ccccc2c1=O,-3.4%
CCCN(CC1CCOC1)C(=O)Cc1cccc(Cl)c1 (centres undefined),12.3%
COc1ccccc1N1CC(C)(C)C(=O)N(C(=O)c2ccc(Cl)cc2)C1=S,11.6%
CCN1CCOC(=O)C1CC(=O)Nc1cc(Cl)ccc1OC (centres undefined),u
COC(=O)c1ccc(C2c3c(oc4ccccc4c3=O)C(=O)N2c2nc(C)c(C(=O)OC)s2)cc1 (centres undefined),-16.8%
Cc1ccccc1CN1C(=O)c2ccccc2Sc2ccc(C(=O)OCc3ccco3)cc21,1.6%
O=C(COCc1cc(-c2cccs2)on1)NCc1cccc(Cl)c1,-13.0%
CCc1ccc(C(=O)c2c(N)c(-c3nc4ccccc4[nH]3)c3ccccn23)cc1,u
COc1ccc(CCNC(=O)CSc2ccc(-c3ccccn3)nn2)cc1,21.5%
CCc1nc2nccc(-c3ccc(OC)c(OC)c3)n2n1,20µM*
CCCCN1C(=O)c2ccccc2C(C(=O)NCCCOC)C12CCCCC2 (centres undefined),6.0%
Cc1cc(C)n2nc(C(=O)OC(C)C(=O)c3c[nH]c4ccccc34)nc2n1 (centres undefined),11.6%
CCC1CN(C(=O)NCc2ccc(F)cc2)c2cc(C)ccc2O1 (centres undefined),-4.5%
Cc1c(Cl)cccc1NC(=O)Nc1cnccn1,-22.4%
CN1[C@@H](CCC(=O)NCc2cccs2)CNC(=O)[C@@H]2[C@H]1CCN2Cc1ccc(O)cc1,-0.8%[86.2 µM]
COc1cccc(CNC(=O)C(Cc2ccccc2)NS(=O)(=O)c2ccc3c(c2)CCN3C(C)=O)c1 (centres undefined),12.0%
OC[C@@H]1O[C@H](CNC2CCOCC2)[C@H](N2CCCC2)[C@@H]1O,-21.6%[86.2 µM]
Cc1ccc(-c2cc3c(=O)n(CCNC(=O)c4ccc(N(C)C)cc4)ccn3n2)c(C)c1,28.2µM*
Cc1ccccc1CC(=O)N1C[C@@H](CO)[C@H](c2ccncc2)C1,-3.1%
Cc1ccc(C(=O)N[C@@H]2C=C(C(=O)N[C@H](CC(C)C)C(N)=O)C[C@@H](O)[C@@H]2O)cc1,-19.1%[86.2 µM]
CCOC(=O)c1cccc(NC(=O)N2CC[C@@H](CC(=O)NCCOC)[C@@H](CC)C2)c1,-41.3%[86.2 µM]
CN1C(=O)c2ccccc2Sc2ccc(NC(=O)N3CCN(c4cccc(Cl)c4)CC3)cc21,-26.8%
CCC(C)NC(=O)Cn1c(=O)n(-c2cc(OC)cc(OC)c2)c(=O)c2ccccc21 (centres undefined),2.5%
O=C(Cn1ncc2c3ccccc3n(Cc3ccccc3F)c2c1=O)NCCc1ccc(Cl)cc1,-6.5%
O=C(OCCOc1ccccc1)c1ccccc1C(=O)c1ccc(Cl)cc1,8.1%
COc1cc(OC)cc(C(=O)Nc2ccc3oc(-c4ccccc4Cl)nc3c2)c1,u
O=[S+]([O-])(c1cccs1)N1CCCC2(CC(c3ccccc3)=NO2)C1 (centres undefined),-11.1%[115 µM]
O=C(c1ccco1)N1CCC(n2cc(-c3nc(-c4ccccc4)no3)nn2)C1 (centres undefined),23.0%
Cc1ccc(-c2ccc(/C=C/C(=O)c3ccccc3)o2)cc1Cl,u
O=C(c1ccc(Cl)cc1O)N1CCN(S(=O)(=O)c2ccc(Br)cc2)CC1,14.6%
CC(=O)c1cccc(NC(=O)Nc2c(C)n(C)n(-c3ccccc3)c2=O)c1,-17.9%

# The list goes on.
SMILES,KDM5B inhibitor
CCCn1c(=O)c2c(nc(-n3nc(C)cc3C)n2CC)n(C)c1=O,14.3%
CC(C)CCN1C(=O)c2ccc(-c3nc4ccccc4o3)cc2C1=O,1.5%
CN1CCN(c2ccc(NC(=O)c3cc(F)cc(F)c3)nc2)CC1,11.2%
O=C(NOC(=O)c1ccccc1)c1ccccc1,8.2%
Cc1n[nH]c(C)c1C(N)C(=O)NCc1scnc1-c1ccccc1 (centres undefined),-12.7%
CC1CCc2c(sc(NC(=O)c3ccc(Cl)cc3Cl)c2C#N)C1 (centres undefined),-7.6%
CCCCn1c(=O)[nH]c(=O)c2c1nc(COC(=O)c1cc(C)cc(C)c1)n2CCC,0.3%
CC(C)(C)c1cc(Oc2cc(C(C)(C)C)cc(C(C)(C)C)c2O)c(O)c(C(C)(C)C)c1,-20.6%
COc1cccc(NC(=O)CCc2c(C)c3ccc(OC)c(C)c3oc2=O)c1,u
c1cc2c(cc1-c1csc(C3CC3)n1)OCCCO2,21.2%
Cc1cc(C)cc(CCC(=O)N2CCN(c3ccc(C#N)cn3)CC2)c1,u
Cc1ccccc1CN1CC[C@@H]2OCC(=O)N(Cc3cccc(C(N)=O)c3)[C@H]2CC1,-25.3%[86.2 µM]
Cc1cccc(NC(=O)c2cc(S(=O)(=O)N3CCc4ccccc43)ccc2F)c1C,-22.5%
Cc1cc(C)cc(NC(=O)c2ncn(-c3ccccc3)n2)c1,u
O=C(NCCN1CCN(c2ccccc2F)CC1)c1ccc2nc3ccccc3c(=O)n2c1,u
CCOC(=O)c1ccc(NC(=O)c2c(NCc3cccs3)sc3c2CCCCC3)cc1,u
CSc1nc2ccccc2c(=O)n1CC(=O)c1cc(C)c(C)cc1C,-9.1%
CCNc1nc(Oc2ccc(=O)n(-c3ccccc3)n2)nc(N(C)C)n1,-10.0%
Cc1cc(CNC(=O)COc2ccccc2)c2ccccc2n1,10.8%
Cc1ccccc1C(=O)N(C)Cc1ccc(F)cc1,4.9%[86.2 µM]
CCc1noc(C)c1C(=O)Nc1sc(Cc2ccccc2)cc1C(N)=O,-16.5%
Cc1cnc(C(=O)NC2C[C@H]3CC[C@@H](C2)N3C(=O)c2ccccc2C)cn1 (some centres undefined),-1.1%
O=C(N1CCCC(n2cc(-c3nc(C4CC4)no3)nn2)C1)C1(c2ccccc2)CC1 (centres undefined),18.6%
O=C(O)c1ccccc1CCc1ccccc1,10.0%
COc1cccc(CCC(=O)N2CC(c3nnc(-c4ccncc4)o3)C3(CCOCC3)C2)c1 (centres undefined),-16.6%
Fc1ccc(OCc2nnc3sc(COc4ccc(Cl)cc4)nn23)cc1,-20.2%
CC(=O)NC[C@H]1COCc2nc3cc(F)ccc3n21,3.4%[115 µM]
CCCCc1cc(C)c(S(=O)(=O)c2ccccc2C)c(=O)[nH]1,58.0%[activator]
NC(=O)C1CCN(S(=O)(=O)c2ccc(N3CCCCS3(=O)=O)cc2)CC1,-4.9%
CNC(=O)CCn1ncc2cc(OCc3ccccc3-c3cc(Cl)ccc3OC)ccc21,u
Cc1ccc(OCn2ccc(C(=O)NCc3ccnn3C)n2)c(C)c1,16.4%
CC(=O)N1CCCN(Cc2nc(-c3cccc(C(F)(F)F)c3)oc2C)CC1,-24.4%
CC(NC(=O)C1CCCc2ccccc21)c1ccc(Cl)cc1 (centres undefined),12.8%
Cc1noc(C)c1CN1CCCN(S(=O)(=O)c2ccccc2)CCC(=O)NCC1,-4.9%
CCOC(=O)C1CCCN(S(=O)(=O)c2ccc3[nH]c(=O)ccc3c2)C1 (centres undefined),-5.4%
COc1ccc(CNC(=O)CCNS(=O)(=O)c2ccc3c(c2)CCCC(=O)N3)cc1,-9.3%
CCOc1ccccc1NC(=O)Nc1ccc2nc(NC(C)=O)sc2c1,-0.4%
CSc1cccc(NC(=O)N[C@H]2C[C@@H](C(=O)N[C@H](Cc3c[nH]c4ccccc34)C(N)=O)N(C(=O)c3cccn3C)C2)c1,-8.9%
O=C(NCCC1CCCO1)c1cc(-c2ccc(F)cc2)nc2ccccc12 (centres undefined),91.2%[activator]
CCCCCC(=O)N1CC[C@@H](CC(=O)N(C)CC#N)[C@@H](CC)C1,1.7%[86.2 µM]
COc1ccc(-c2c(C)nn3c(C(F)(F)F)cc(-c4ccc(Br)cc4)nc23)cc1,-10.2%
O=C(NCC1CCCCC1)c1ccc(N2CC3CC(C2)[C@H]2CCCC(=O)N2C3)nc1 (some centres undefined),u
CCOC(=O)c1c(NC(=O)COc2ccccc2Br)sc2c1CCCCC2,-5.9%
CCc1[nH]ncc1C(=O)N[C@H]1CC[C@H](Nc2nccc(-c3ccccn3)n2)C1,12.6µM*
c1cc(CN2CCCCCC2)cc(-c2nc(C3CCOC3)no2)c1 (centres undefined),u
CC(C)N1C(=O)C(O)(c2c[nH]c3ccccc23)c2ccccc21 (centres undefined),2.0%&-19.6%
Cc1ccccc1C(=O)N1CCN(c2oc(C3CC3)nc2C#N)CC1,19.9%
COc1ccc(-c2ccnc3nc(CC(C)C)nn23)c(F)c1,28.2µM*
COCCN1CCCC2(CCN(C(=O)Cn3cccnc3=O)C2)C1=O (centres undefined),23.1%
COc1cc(OC)cc(N(C(=O)CNC(=O)c2cccs2)C(C(=O)NCC2CCCO2)c2ccccc2)c1 (centres undefined),5.7%

# Ordered by formula weight (ascending): part of the list above.
SMILES,KDM5B inhibitor
CC(NC(=O)C1CCCc2ccccc21)c1ccc(Cl)cc1 (centres undefined),12.8%
CCOc1ccccc1NC(=O)Nc1ccc2nc(NC(C)=O)sc2c1,-0.4%
CCc1[nH]ncc1C(=O)N[C@H]1CC[C@H](Nc2nccc(-c3ccccn3)n2)C1,12.6µM*
CC(=O)N1CCCN(Cc2nc(-c3cccc(C(F)(F)F)c3)oc2C)CC1,-24.4%
COc1cc(OC)cc(N(C(=O)CNC(=O)c2cccs2)C(C(=O)NCC2CCCO2)c2ccccc2)c1 (centres undefined),5.7%
CSc1cccc(NC(=O)N[C@H]2C[C@@H](C(=O)N[C@H](Cc3c[nH]c4ccccc34)C(N)=O)N(C(=O)c3cccn3C)C2)c1,-8.9%

# The list continues:
SMILES,KDM5B inhibitor
CCOC(=O)CNC(=O)c1cc2c(=O)n3cccc(C)c3nc2n1C,u
COc1ncccc1N1CC2(COCC(=O)N(Cc3cccc(OC(F)(F)F)c3)C2)C1,7.08µM*
CCc1ccc(NS(=O)(=O)c2ccc3[nH]cc(C(=O)NCc4ccc(C)cc4)c(=O)c3c2)cc1,-23.9%
CCOC(=O)CCNC(=O)N1CCC(Oc2ncccc2C(=O)N2CCCCC2)C1 (centres undefined),-14.1%
OCCCNC(=S)Nc1ccc(Cl)cc1,-5.8%
CCCn1c(C)c(CC(=O)NCc2cccnc2)c2c1CC(C)(C)CC2=O,-24.0%
CCN1CCN(c2ncc3c(n2)CCN(Cc2ccccc2C)C3)CC1,u
O=C(O)CCn1ncc2cc(OCC3CCN(C(=O)Cc4ccccc4)CC3)ccc21,-19.0%[86.2 µM]
CC(C)CC(NC(=O)C(C)NC(=O)OCc1ccccc1)c1ccccc1 (centres undefined),17.7%
O=C(NC1CC1)c1ccc(Cn2c(SCc3cccc(F)c3)nc3cccnc32)cc1,u
Cn1nc(-c2ccccc2F)c2cc(C(=O)NCc3cccc(Cl)c3)sc21,u
CCOc1ccc(C(=O)N2C[C@@H](CO)[C@H](c3ccncc3)C2)cc1,-1.2%
CCOc1ccc(CCNC(=O)c2ccc3nc(N4CCC(C)CC4)sc3c2)cc1OCC,-8.4%
CCC(C)(CNC(=O)c1cc(=O)c2ccccc2o1)N1CCOCC1 (centres undefined),13.5%
COc1cccc(Nc2n[nH]nc2C(=O)Nc2ccc(C)cc2Br)c1,-14.7%
Cc1nn(-c2ccc(Cl)cc2)c(=O)c2c(C)noc12,23.6%
Cc1cccc(N2CCN(S(=O)(=O)c3cn(C)c(C)n3)CC2)c1C,-23.0%

# Source: PubChem BioAssay (National Center for Advancing Translational Sciences (NCATS))

# The list is partial; count on the stated rates, not on these rows.
